Yeast growth inh: yeast BB579 growth reduction in restrictive medium; S. cerevisiae BB579 growth, OD615, 48 h; inhibition, % at 10 µM; hit rate 0.51% among 140,000;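 active means inhibition above a set limit, 3 SD over the mean compound inhibition, cut at about 44% in these data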; further: inactives centre near -24
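Detection: OD615 turbidity measurement; Material: Saccharomyces cerevisiae DeaD strain BB579, replicative lifespan model yeast; Timing: 48 h exposure, 30 °C; Doses: single 10 µM dose; Medium: CSMM-D restrictive synthetic medium containing dextrose (glucose); Controls: amphotericin B at 10 µg/mL as positive control.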
bCat KO growth: beta-catenin-lacking colon tumor cell growth suppression | viability, % at 10 µM | HCT116 beta-catenin knockout viability, CellTiter-Glo, 60 h; hits give low values | hit rate 1.5% among 140,000;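 active means viability at or under a set limit, the compound median less 4 SD, cut at about 6% in these data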;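 further: 0% = Hyamine 1622 control at 20 µM and 100% = untreated cell control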
Phagocytosis inh: inhibitors of macrophage phagocytosis; inhibition, % at 5 µM; AID 1029; J774A.1 macrophage IgG-bead phagocytosis, imaging; hit rate 0.07% among 110,000;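 active means inhibition above the mean of the plate negative controls plus 5 SD, cut at about 13% in these data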;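 further: phagocytic index as fraction of beads internalized from green versus red external bead signal; plate controls were DMSO negative control for no effect and cytochalasin-D positive control for full effect; some results beyond the cut were filed as inactive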
Yeast life ext: extends the lifespan of yeast. S. cerevisiae growth with nicotinamide, OD615; deaD strain in restrictive glucose medium. inhibition of the nicotinamide effect, % at 10 µM. hit rate 0.68% among 130,000;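 active means inhibition above a set limit, placed 3 SD over the median of all compounds, cut at about 26% in these data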;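 further: 0% = nicotinamide-treated wells and 100% = cells grown without nicotinamide; some compounds called inactive have numbers as strong as hits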
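System: Modified budding yeast, DeaD strain | Buffer or medium: Restrictive glucose medium | Also added: 1.5 mM nicotinamide | Doses: 10 µM single point, 0.25% DMSO | Schedule: 48 h compound exposure at 30 °C, humidified | Detection: Absorbance at 615 nm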
E-sel TNF inh: TNF alpha driven E-selectin expression inhibition; hit rate 0.71% among 120,000; HUVEC TNFa-induced E-selectin immunofluorescence, high content; inhibition, % at 2 µM;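 active means inhibition above the batch mean plus 3 SD, and confirmed as a hit on visual image review, cut at about 43% in these data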;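 further: 0% = TNF-stimulated DMSO wells and 100% = unstimulated control wells; not every result past the cut was called active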
Measles CPE: protection of cells from measles virus | Measles virus-infected cells, CPE protection, absorbance | AID 841 | hit rate 1.5% among 140,000 | protection (pct of control), % at 4 µM; in the data active means protection mostly above about 24%, no sharp cut-off; inactive means mostly below about 26%; further: some compounds called inactive have numbers as strong as hits
MRP-1 activ: MRP-1 activation. H69AR cells + doxorubicin, viability rescue, CellTiter-Glo. viability increase, % at 10 µM. AID 799. hit rate 0.61% among 140,000;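 active means viability gain under doxorubicin at or above a set limit, the compound median plus 3 SD, cut at about 4.7% in these data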;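 further: MRP-1 overexpressing cells given doxorubicin 25 µM after compound pretreatment; 18-22 h compound pretreatment then 72 h with doxorubicin before readout; 0% = doxorubicin-only wells and 100% = vehicle-treated cells without doxorubicin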
PTEN del growth: PTEN-deleted cell growth suppression; HCT116 PTEN-null viability, CellTiter-Glo, 60 h; hits give low values; viability, % at 10 µM; hit rate 1.2% among 140,000; AID 827;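 active means viability at or below a set limit, 4 SD under the median of all tested compounds, cut at about 3.7% in these data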;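 further: PTEN knockout HCT116 line with beta catenin targeted HCT116 as companion control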
GALR2 antag: antagonists of human galanin receptor 2 (GALR2); O43603; GALR2-expressing cells, antagonist mode; inhibition, % at 4 µM; hit rate 0.39% among 140,000; AID 828; in the data active means inhibition above about 27%;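 further: cells stimulated with galanin 1-16 at roughly its EC80; 0% = agonist challenge control and 100% = basal control without agonist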
Target sequence (O43603 whole entry, looked up): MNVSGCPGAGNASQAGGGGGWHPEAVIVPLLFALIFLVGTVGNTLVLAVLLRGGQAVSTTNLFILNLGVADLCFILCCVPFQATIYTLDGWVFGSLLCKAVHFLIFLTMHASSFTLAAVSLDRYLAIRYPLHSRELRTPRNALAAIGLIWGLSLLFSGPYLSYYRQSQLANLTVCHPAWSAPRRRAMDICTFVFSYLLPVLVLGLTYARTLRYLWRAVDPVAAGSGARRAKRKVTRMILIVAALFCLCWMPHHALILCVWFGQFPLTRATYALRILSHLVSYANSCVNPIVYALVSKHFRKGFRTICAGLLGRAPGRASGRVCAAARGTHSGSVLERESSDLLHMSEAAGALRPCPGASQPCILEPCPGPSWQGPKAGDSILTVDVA
NPY-Y2 antag: antagonists of human neuropeptide Y receptor Y2 | P49146 | NPY-Y2 expressing cells, antagonist mode | inhibition, % at 2.7 µM | hit rate 0.99% among 140,000 | AID 793; in the data active means inhibition above about 17%;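 further: 0% = vehicle with agonist challenge and 100% = reference antagonist with challenge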
Target sequence (P49146 whole entry, looked up): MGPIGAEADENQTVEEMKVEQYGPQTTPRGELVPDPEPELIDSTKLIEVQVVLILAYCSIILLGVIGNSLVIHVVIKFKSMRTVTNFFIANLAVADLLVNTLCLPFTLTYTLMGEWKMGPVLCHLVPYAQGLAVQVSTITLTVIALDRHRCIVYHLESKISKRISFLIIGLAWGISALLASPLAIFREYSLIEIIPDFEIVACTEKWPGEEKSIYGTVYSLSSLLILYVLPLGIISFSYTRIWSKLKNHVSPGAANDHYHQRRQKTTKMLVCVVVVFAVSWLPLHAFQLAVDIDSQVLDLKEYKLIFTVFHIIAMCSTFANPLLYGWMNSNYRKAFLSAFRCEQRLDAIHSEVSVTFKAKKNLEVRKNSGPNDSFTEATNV
* marks the source's active call; other numbers are inactive results; · = no result given.

Results follow in this order: Yeast growth inh, bCat KO growth, Phagocytosis inh, Yeast life ext, E-sel TNF inh, Measles CPE, MRP-1 activ, PTEN del growth, GALR2 antag, NPY-Y2 antag
(1) CCCn1c(N2CCN(CC(=O)NCc3cccs3)CC2)nc2ccccc21
  -8.2, 93.1, -0.5, -6.3, 1.8, 60.7*, -3.1, 82.9, 4.3, 2.2
(2) CC(C)CCn1c(O)c(N=NC(=O)Cn2ccc(C(F)(F)F)n2)c2ccccc21
  -22.5, 100.4, -8.1, 2.0, 24.9, 23.3, -1.8, 95.0, -15.5, 2.2
(3) CCOc1ccc(/C(C)=N/N2C(=O)C(CC(=O)Nc3ccc(OC)cc3[N+](=O)[O-])SC2=Nc2cccc(C)c2C)cc1 (stereo unspecified)
  -40.9, 67.6, 0.5, 9.1, -27.2, 3.9, -4.1, 52.9, 3.9, -1.0
(4) Cc1ccc(Nc2nc(N)nc(CSC(=S)N3CCOCC3)n2)c(C)c1
  -27.3, 79.0, -4.3, -0.7, ·, 4.8, -2.2, 92.3, -5.1, 0.8
(5) Cn1nc([N+](=O)[O-])nc1Sc1ccc(C(C)(C)C)cc1
  -35.8, 80.0, -1.9, 5.5, 16.2, 4.1, -1.1, 81.5, -3.6, -1.2
(6) COc1cccc(=O)c2c(C)n(-c3cc(C)cc(C)c3)c(C)c12
  -74.3, 91.1, ·, -18.4, 67.4*, 14.3, 1.3, 84.5, -2.7, 4.7
(7) CN1CC2(C)OC(=O)C(Cl)=C2CC1c1ccccc1 (stereo unspecified)
  -35.5, 98.5, -1.9, 1.8, -16.6, 1.3, -1.1, 86.3, -4.2, -0.6
(8) O/N=C1\CCCCc2ccccc21
  -38.6, 112.0, -1.5, -15.4, -16.8, ·, -0.4, 93.8, 2.9, -1.4
(9) N#Cc1sc2nc(N3CCCCC3)c3c(c2c1N)CCCC3
  -17.8, 7.6, ·, ·, -5.8, 1.7, -4.8, 13.0, 1.6, 0.9
(10) Cc1ccc(-c2noc(CN3C(C)CCCC3C)n2)cc1 (stereo unspecified)
  -16.7, 94.4, 1.2, -19.5, ·, 4.8, -0.3, 90.4, -0.6, 5.9

Later entries.
Results follow in this order: Yeast growth inh, bCat KO growth, Phagocytosis inh, Yeast life ext, E-sel TNF inh, Measles CPE, MRP-1 activ, PTEN del growth, GALR2 antag, NPY-Y2 antag
(11) COc1ccc(N(CC(=O)NCc2ccccc2)S(C)(=O)=O)cc1
  -26.8, 95.3, 2.0, 3.8, ·, 25.6, -1.3, 95.2, 4.3, 0.2
(12) CCn1ccc(C(=O)Nc2ccc(N(C)C(C)=O)cc2)n1
  -47.8, 90.8, -1.6, -3.8, ·, 8.2, -0.6, 85.8, 0.6, -0.5
(13) CNc1nc(N)c(C(=O)C(C)(C)C)s1
  9.9, 98.0, -0.4, -14.8, 12.8, 0.2, -0.8, 98.1, -2.7, 1.5
(14) COc1ccc([N+](=O)[O-])cc1NC(=O)COC(=O)c1ccccc1C(=O)c1ccccc1
  -18.6, 50.2, 0.4, -0.9, -3.1, 11.1, -3.0, 55.7, 11.1, 5.4
(15) CCc1cccc(Nc2c([N+](=O)[O-])cc(C(=O)N3CC(=O)Nc4ccccc43)cc2[N+](=O)[O-])c1
  -4.6, 98.0, -7.3, -1.0, 15.7, 3.5, -2.7, 96.8, 6.0, -1.2
(16) CCCN=Cc1c(CCC)[nH]n(-c2nc3ccccc3s2)c1=O
  -44.5, 102.1, ·, -16.5, -6.2, 2.9, -2.2, 90.6, 18.3, 2.1
(17) Cn1c(SCC(=O)NC2CCCC2)nnc1-c1ccc(S(=O)(=O)N2CCOCC2)cc1
  -39.0, 90.3, -0.5, -10.9, -3.8, 8.6, -1.0, 90.9, 10.5, 0.9
(18) CCOc1ccc(CSC(=N)N)cc1
  -30.6, 92.3, 5.7, 3.0, -1.4, 3.3, 2.1, 92.0, -3.6, 3.1
(19) COCC(=O)Nc1nc(-c2ccccc2)c(C)s1
  -19.4, 105.6, -1.7, -10.5, -48.9, 0.5, 1.8, 99.4, 1.5, 0.1
(20) O=C(NNC(=O)c1cc(-c2ccccc2)n(-c2ccccc2)n1)c1cccc([N+](=O)[O-])c1
  -22.8, 94.0, -3.2, 8.7, ·, 8.3, -3.2, 93.3, 6.2, 6.5

More structures.
Results follow in this order: Yeast growth inh, bCat KO growth, Phagocytosis inh, Yeast life ext, E-sel TNF inh, Measles CPE, MRP-1 activ, PTEN del growth, GALR2 antag, NPY-Y2 antag
(21) O=C(CN(Cc1cccs1)C(=O)CNS(=O)(=O)c1ccccc1)NCc1ccco1
  2.8, 100.9, -1.1, -21.2, 2.4, 3.6, -2.6, 98.7, 1.6, 2.3
(22) CC(=O)Oc1ccc(N(C(C)=O)S(=O)(=O)c2ccc(C)c([N+](=O)[O-])c2)cc1
  -12.1, 92.7, ·, 45.4, ·, 2.0, -3.4, 91.2, 12.2, 6.1
(23) Cn1c(NCCN2CCCCC2)cc(=O)n(C)c1=O
  -28.9, 95.5, -2.3, -4.3, 80.6*, 16.3, -1.8, 93.4, 3.5, 2.4
(24) Cc1oc2c(C)c3oc(=O)c4c(c3cc2c1C)CCCC4
  -17.8, 65.8, -0.7, -5.1, ·, 8.3, -3.1, 62.9, -5.7, 1.9
(25) COc1ccc(C(=O)N2CCN(C(=O)CC(C)C)CC2)cc1OC
  -19.6, 117.7, -0.6, -20.1, -19.6, 5.8, -1.8, 95.9, -4.6, -1.5
(26) Clc1ccc(CN2C3=NCCCN3c3ccccc32)cc1
  -23.3, 73.7, 2.1, -3.0, ·, 39.2, -5.4, 63.3, 7.2, 14.3
(27) CCOC(=O)c1c(C)n(CC(COC(C)=O)OC(C)=O)c2ccc(OC(C)=O)cc12 (stereo unspecified)
  -18.6, 86.4, -0.6, -5.7, ·, 0.9, -2.9, 104.9, -5.4, 2.8
(28) CC(=O)N=c1sccn1CC(=O)c1ccc([N+](=O)[O-])cc1
  7.7, 104.0, ·, -19.6, -37.5, 4.8, -3.2, 95.9, -1.1, 4.9
(29) Cc1nnc(SCc2nnc(-c3ccccc3)o2)n(N)c1=O
  -47.9, 79.5, -0.8, -1.6, -29.4, 30.6, -1.4, 99.7, 4.1, 0.5
(30) Fc1ccc(Br)cc1C1C=C(c2cccnc2)Nc2ncnn21 (stereo unspecified)
  38.7, 33.2, -0.5, -6.2, ·, 1.2, -4.5, 30.4, -8.9, 1.9

Further records:
Results follow in this order: Yeast growth inh, bCat KO growth, Phagocytosis inh, Yeast life ext, E-sel TNF inh, Measles CPE, MRP-1 activ, PTEN del growth, GALR2 antag, NPY-Y2 antag
(31) CCn1c(N2CCN(C(=S)NCC(C)C)CC2)nc2ccccc21
  -13.4, 82.6, -0.4, -15.4, 19.2, 1.8, 0.8, 85.8, 2.5, 4.9
(32) CN1C(=O)c2oc3ccccc3c(=O)c2C1c1ccccn1 (stereo unspecified)
  -4.6, 97.4, -1.5, 31.2*, -1.0, 13.0, -0.2, 102.4, -6.7, 1.1
(33) Cc1ccc(CSc2nnc(SCC(=O)N/N=C/c3c(C)nn(-c4ccccc4)c3C)s2)cc1
  11.2, 39.4, 0.4, -1.7, ·, 4.3, 0.2, 33.5, -6.5, 2.4
(34) CCn1c(Cn2nnc(-c3ccccc3)n2)nnc1SCC(=O)Nc1ccccc1
  -53.0, 96.0, -1.7, -1.2, -64.0, 5.9, -1.0, 91.9, 5.3, -0.3
(35) COc1ccc(Cn2c(O)cc(=O)[nH]c2=O)cc1
  -23.1, 84.8, ·, -1.6, 8.3, 3.9, -1.0, 98.9, -7.1, 0.4
(36) Cc1cc(=O)n(CNC(=O)c2ccccc2)c(=S)[nH]1
  -21.3, 97.6, 0.5, -16.0, 18.3, 3.9, -2.0, 91.3, -12.3, 2.2
(37) COc1ccc(NC(=O)CCCSc2nc(-c3ccco3)cc(C(F)(F)F)n2)cc1OC
  -13.0, 84.5, ·, ·, -13.9, 2.8, -1.0, 71.4, -16.5, 3.0
(38) Cc1noc(C)c1CSc1nc2ccccc2[nH]1
  -27.7, 98.3, -1.3, -10.0, -3.2, 5.1, -0.9, 106.1, -0.8, 3.8
(39) COc1ccc(C(C#N)N2CCCCCC2)cc1OC (stereo unspecified)
  -77.1, 107.8, 0.8, -9.1, 16.8, 12.9, -0.8, 106.0, 1.2, 7.7
(40) O=S(=O)(NCc1csc(-c2cccnc2)n1)c1ccc2c(c1)OCCO2
  -36.0, 85.7, -2.3, 7.6, 8.4, 25.6, -2.8, 91.2, 0.9, 5.6

Other records:
Results follow in this order: Yeast growth inh, bCat KO growth, Phagocytosis inh, Yeast life ext, E-sel TNF inh, Measles CPE, MRP-1 activ, PTEN del growth, GALR2 antag, NPY-Y2 antag
(41) COc1ccc(N2CC(C)Cn3c2nc2c3c(=O)n(CCN3CCOCC3)c(=O)n2C)cc1 (stereo unspecified)
  -9.7, 100.1, 0.4, -17.3, -25.9, 7.1, -0.6, 100.5, -1.0, 0.8
(42) Cc1ccc(Cn2ccc(NC(=O)c3cc(C)on3)n2)cc1
  -29.7, 97.4, -0.6, -7.5, ·, 10.5, -1.1, 99.2, -9.2, -1.6
(43) CCC(C)NC(=O)c1c(N)n(/N=C/c2cccnc2)c2nc3ccccc3nc12 (stereo unspecified)
  -56.9, 34.1, 0.3, -15.7, ·, 5.3, -4.9, 26.9, 0.3, 3.2
(44) O=C(CCCN1C(=O)C2CCCCN2C1=O)N1CCN(c2ccc([N+](=O)[O-])cc2)CC1 (stereo unspecified)
  -44.8, 83.8, -0.1, -10.0, -14.6, 2.0, -1.0, 91.6, -9.1, -0.2
(45) CCN(CC)c1ccc(NC(=O)C(C)C)cc1
  -31.4, 87.8, -0.8, -1.6, -50.2, 2.0, -2.1, 97.1, -6.3, -0.1
(46) COc1cc(C2CC(=O)N3CN(Cc4ccco4)CSC3=C2C#N)ccc1OCc1ccccc1 (stereo unspecified)
  -13.8, 82.7, 0.0, -6.1, ·, 34.7, -1.9, 86.8, 4.2, -1.0
(47) CCNC(=S)NNC(=O)c1ccccn1
  -14.0, 74.8, -4.2, -4.2, -0.1, 6.2, 0.4, 76.3, 20.1, 3.4
(48) O=C(Cn1c(=O)[nH]c2ccsc2c1=O)NC1CCCCCC1
  -21.8, 92.0, ·, -2.8, 0.0, 14.9, -1.9, 85.9, 4.0, 0.0
(49) CC(=O)NS(=O)(=O)c1ccc(NC(=O)/C=C/c2cn(-c3ccccc3)nc2-c2ccccc2)cc1
  -9.2, 90.4, ·, 6.9, -15.3, 4.9, 0.6, 94.8, -1.4, -2.2
(50) CCOC(=O)C1CCN(Cc2ccc(Cl)c(Cl)c2)CC1
  -5.7, 94.8, 0.2, 9.6, 14.2, 1.9, -1.4, 100.9, 0.2, 3.7
(51) CC(C)n1c(C(O)c2ccccc2)nc2ccccc21 (stereo unspecified)
  -28.6, 110.0, -1.2, -1.0, 2.7, 14.0, 0.5, 101.5, -3.1, 1.4
(52) CC1CCCCC1NC(=O)CSc1nnnn1-c1ccccc1 (stereo unspecified)
  -33.9, 94.3, 1.7, -13.3, 0.1, 2.5, -1.0, 90.7, -3.3, 5.9
(53) CCCOCn1cc(F)c(=O)[nH]c1=O
  -9.4, 88.6, -3.9, -1.1, ·, 16.9, 0.9, 89.0, 3.2, 1.5
